# Bioassay records deposited in PubChem BioAssay by National Center for Advancing Translational Sciences (NCATS).
# WRN helicase inh – qHTS for Inhibitors of WRN Helicase; Bifunctional 3'-5' exonuclease/ATP-dependent helicase WRN (Homo sapiens), Q14191; Potency, µM (titrated, usually from 114 µM), inactives show at the top dose activity change, negative = inhibition, hits mostly inhibitors; WRN helicase unwinding, fluorescent forked duplex, kinetic; 0.46% of 360,000 active; AID 651768, 2012; further: potency means the concentration at half of the fitted maximal effect; on the % scale 0 is the no-effect control and ±100 the full control effect; nearly all actives have a fitted effect of over 55% in size
#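 Screening of the MLSMR collection measured strand separation of a quenched forked DNA duplex (100 nM) by 20 nM WRN with 2 mM ATP, all final. Compounds were preincubated with enzyme 15 min at room temperature.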
# Abeta rescue – qHTS for compounds that reverse cellular toxicity of Amyloid beta (A-beta) peptide in yeast: Primary Screen; yeast expressing A-beta42, growth rescue, OD600, 48 h; response scale: 0% DMSO, 100% iron-clioquinol control; Potency, µM (highest dose often 46.1 µM), inactives show at the top dose growth rescue, most hits filed as activators; 0.063% of 410,000 active; further: potency means the concentration at half of the fitted maximal effect; nearly all actives have a fitted effect of over 55% in size
#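 Yeast growth medium received pinned compounds, then yeast cells expressing toxic A-beta were added; plates incubated at 30 C for 48 hr. Growth read as absorbance at 600 nm, normalized to DMSO and equimolar FeCl3 plus clioquinol controls.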
# EPAC1 antag – qHTS for Antagonist of cAMP-regulated guanine nucleotide exchange factor 3 (EPAC1): primary screen | Potency, µM (series often up to 115 µM), inactives show at the top dose activity change, negative = inhibition, actives largely listed as inhibitors | EPAC1 GEF assay, Rap1b-BODIPY-GDP exchange fluorescence | AID 720709, 2013 | 0.14% of 360,000 active | Rap guanine nucleotide exchange factor 3 (Homo sapiens), O95398;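 further: potency means the concentration at half of the fitted maximal effect; plate controls were vehicle for no effect and positive control for full effect; nearly all actives have a fitted effect of over 50% in size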
# EPAC1 ag – qHTS for Agonist of cAMP-regulated guanine nucleotide exchange factor 3 (EPAC1): primary screen. Rap guanine nucleotide exchange factor 3 (Homo sapiens), O95398. EPAC1 agonist qHTS, biochemical assay; response scale: 100% = response to 6.5 mM cAMP. Potency, µM (series often up to 154 µM), for the others: top-dose activation, actives largely listed as activators. 0.073% of 360,000 active. AID 720707, 2013; further: potency means the concentration at half of the fitted maximal effect; nearly all actives have a fitted effect of over 60% in size
#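 Nucleotide exchange by EPAC1 (100 nM) on Rap1B–BODIPY-GDP (250 nM) in the presence of 50 uM GDP is tracked fluorescently at 480/540 nm over 30 min. Signals are normalized to a 6.5 mM cAMP control.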
# FUS suppressor – qHTS for Suppressors of FUS Proteinopathy: Primary screen using FUS-linked yeast assay; S. cerevisiae FUS-expressing, growth rescue, OD600, 24 h; Potency, µM (series often up to 76.6 µM), for the others: at the highest dose growth rescue (activation), actives largely listed as activators; 0.24% of 390,000 active;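 further: potency means the concentration at half of the fitted maximal effect; plate controls were DMSO vehicle for no effect and reference control for full effect; nearly all actives have a fitted effect of over 55% in size; some results filed as inactive show a strong effect at the top dose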
#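 S. cerevisiae expressing FUS from galactose induction served as the toxicity model. Growth after 24hr at 30C, read as absorbance at 600 nm, indicates suppression of toxicity; compounds dosed at several concentrations.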
# PI5P4Ka inh – qHTS for Inhibitors of phosphatidylinositol 5-phosphate 4-kinase (PI5P4K); Phosphatidylinositol 5-phosphate 4-kinase type-2 alpha (Homo sapiens), P48426; PI5P4Kalpha enzyme, ADP-Glo luminescence, 60 min; hits give low values; max response, %; 1.2% of 330,000 active; active means max response of -50% or lower; inconclusive means between -30% and -50%; inactive means -30% or higher; further: value at the top dose of about 77 µM; on the % scale 0 is the no-effect control and ±100 the full control effect
# Target sequence (P48426 whole entry, looked up): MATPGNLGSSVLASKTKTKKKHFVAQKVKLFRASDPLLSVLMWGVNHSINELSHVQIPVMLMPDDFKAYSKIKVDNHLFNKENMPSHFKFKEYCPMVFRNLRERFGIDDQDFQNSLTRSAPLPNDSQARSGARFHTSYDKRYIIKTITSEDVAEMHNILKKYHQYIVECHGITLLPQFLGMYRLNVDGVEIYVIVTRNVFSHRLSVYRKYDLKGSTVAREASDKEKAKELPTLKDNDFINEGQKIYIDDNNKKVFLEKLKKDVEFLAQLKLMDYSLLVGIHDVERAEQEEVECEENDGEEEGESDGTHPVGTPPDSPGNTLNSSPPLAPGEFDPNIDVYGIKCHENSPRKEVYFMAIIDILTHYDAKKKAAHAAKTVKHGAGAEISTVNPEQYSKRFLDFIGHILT
#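 Reactions run in 0.038 M HEPES pH 7.4, 0.28 mM EGTA, 0.1% CHAPS and 5% DMSO, with PI5P4Kalpha, substrate, compound and 5 microM ATP final, one hour at room temperature. Readout is ADP-Glo luminescence.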
# PLK1 PBD inh – qHTS for Inhibitors of PLK1-PDB (polo-like kinase 1 - polo-box domain): Primary Screen | Plk1 PBD binding of FITC phosphopeptide, fluorescence polarization | 2.8% of 360,000 active | AID 720504, 2013 | Serine/threonine-protein kinase PLK1 (Homo sapiens), P53350 | Potency, µM, for inactives: max response, negative = inhibition, hits mostly inhibitors; further: potency means the concentration at half of the fitted maximal effect; series mostly up to about 57 µM; on the % scale 0 is the no-effect control and ±100 the full control effect; nearly all actives have a fitted effect of over 65% in size
# Target sequence (P53350 whole entry, looked up, the tested form may be a part): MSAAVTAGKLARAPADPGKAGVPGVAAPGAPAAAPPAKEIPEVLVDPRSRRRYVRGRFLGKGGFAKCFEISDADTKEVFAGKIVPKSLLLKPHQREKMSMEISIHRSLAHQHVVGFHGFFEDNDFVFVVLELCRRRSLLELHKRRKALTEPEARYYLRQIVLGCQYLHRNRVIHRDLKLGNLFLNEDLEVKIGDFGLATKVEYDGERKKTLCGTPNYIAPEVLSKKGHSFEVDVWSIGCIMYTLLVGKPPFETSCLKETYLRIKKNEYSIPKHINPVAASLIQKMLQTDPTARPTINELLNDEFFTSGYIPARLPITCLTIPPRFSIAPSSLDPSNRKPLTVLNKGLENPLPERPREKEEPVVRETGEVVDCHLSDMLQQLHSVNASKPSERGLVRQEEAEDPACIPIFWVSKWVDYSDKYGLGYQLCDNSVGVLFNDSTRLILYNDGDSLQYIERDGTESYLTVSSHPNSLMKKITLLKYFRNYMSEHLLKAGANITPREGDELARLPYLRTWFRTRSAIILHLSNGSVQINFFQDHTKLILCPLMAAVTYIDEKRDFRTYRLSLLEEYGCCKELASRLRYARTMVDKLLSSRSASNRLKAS
# IL2 activator – qHTS of IL-2 Activators | IL-2 activation reporter assay, cell-based qHTS; stimulated with anti-CD3/CD4/CD28 beads; in transgenic mouse T cells | activation, % (series mostly up to about 46 µM) | 0.065% of 360,000 active; in the data active means activation above about 50%; inconclusive means mostly about 30% to 49%; further: 0% is about no effect
#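 Readout: EGFP and DsRed signals by fluorescent plate cytometry. Unstimulated transgenic mouse T cells received compound 60 min before antibody-bead stimulation, then incubated 18 h at 37 degrees C.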
# Numbers without * were called inactive; ? = inconclusive; · = no result given; & = joins results of further samples; [ ] = another dose, or the depositor's remark. Unless noted, the call rests on the fitted dose curve; in most records, active means well fitted curve in the direction sought with a large enough effect; inconclusive means small, poorly fitted or top-dose-only effect, or another doubt; inactive means no such curve, though single readings can be large; an effect the other way counts as inactive or inconclusive.
mol	WRN helicase inh	Abeta rescue	EPAC1 antag	EPAC1 ag	FUS suppressor	PI5P4Ka inh	PLK1 PBD inh	IL2 activator
CCCCNC(=O)CSc1nc2ccc(NC(=O)CSc3nnc(COc4ccccc4C)n3C)cc2s1	-29%	-5%	1%	7%	·	-9	-6%	-4.5
COc1ccc(S(=O)(=O)N2CCN(Cc3cccc(F)c3)CC2)cc1	-16%	11%	-7%	11%	3%	0	-13%	-0.5
Cc1ccc2c(C)nc(Nc3nc(CSc4nnc(C)s4)cc(=O)[nH]3)nc2c1	14%	4%	3%	7%	19%	·	-5%	-0.7
N#Cc1cccc(Oc2ccc(-c3cnc4ccccc4n3)cc2)c1C#N	-5%[57.1 µM]	21%	8%	6%	7%	-4	-4%	0.0
Cc1ccc(NC(=O)c2cccc(NC3=NC4CS(=O)(=O)CC4S3)c2)cc1 (stereo not given)	-1%	-6%	2%	3%	-17%	6	0%	-2.0
COC(=O)c1cnc(Nc2nc(C(N)Cc3ccc(OC)cc3)cs2)nc1C(F)(F)F (stereo not given)	0%	-8%	-12%	-21%	41%	9	5%	0.0
COc1ccc(CNC(=O)c2ccccc2SC)cc1	-4%	3%	10%	-1%	16%	2	-1%	0.2
O=C(Nc1ccccc1)OCCOc1ccc(Cl)cc1Cl	-9%	8%	-12%	-1%	13%	18	2%	0.5
Cc1cc2c(C)nc(N/N=C/c3ccc(F)cc3)nc2o1	-7%	2%	40µM*	-20%	·	0	3%	-5.6
Cc1ccc(C)c(NC(=O)CSc2nnc(-c3cc(C)[nH]n3)n2N)c1	5%	7%	?	12%	0%	2	-13%	-1.1
COc1ccc(CN([C@H](C)CO)S(=O)(=O)N(Cc2ccccc2)[C@H](CO)C(C)C)cc1	-5%	4%	?	-5%	31%	11	-8%	-3.9
Cc1nn(-c2ccccc2)c2c1C(c1ccco1)C(C#N)=C(N)O2 (stereo not given)	-13%	1%	6%	5%	·	2	27µM*	1.6
Cc1cccc(Cn2nnc3c2C(=O)c2ccccc2C3=O)c1	-7%	1%	-12%	0%	-11%	-3	-6%	1.2
CN(C)c1ccc(/C=N/NC(=O)c2cc(=O)[nH]c3ccccc23)cc1	-20%	·	-11%	1%	7%	-7	-4%	2.1
Cc1ccc(C(=O)NCc2ccco2)cc1S(=O)(=O)N1CCOCC1	2%	20%	4%	-3%	11%	-3	-8%	1.8
COc1ccc(N2CCN(CCCNC(=O)C3CCCN(S(=O)(=O)c4c(C)n[nH]c4C)C3)CC2)cc1 (stereo not given)	-5%	-9%	21%	7%	-21%	1	-2%	-0.3
CC(C)N(CCn1cnc2c([nH]c3ccccc32)c1=O)C(C)C	4%	-4%	10%	-7%	-5%	-10	-6%	-0.1
O=S1(=O)NC(C2CC2c2ccccc2)CCO1 (stereo not given)	1%	5%	-3%	1%	-27%	5	-6%	0.0
Cc1ccc(N2C(=O)c3cccc4c([N+](=O)[O-])ccc(c34)C2=O)c2cccnc12	1%	15%	-27%	-1%	-22%	1	-18%	-0.4
Cn1c(NCCc2ccncc2)nc2cc(-c3cccc(Cl)c3)sc2c1=O	-1%	-7%	-10%	3%	-26%	1	1%	-0.4

# Three structures already listed, arranged by molecular weight, ascending.
mol	WRN helicase inh	Abeta rescue	EPAC1 antag	EPAC1 ag	FUS suppressor	PI5P4Ka inh	PLK1 PBD inh	IL2 activator
Cc1cccc(Cn2nnc3c2C(=O)c2ccccc2C3=O)c1	-7%	1%	-12%	0%	-11%	-3	-6%	1.2
CC(C)N(CCn1cnc2c([nH]c3ccccc32)c1=O)C(C)C	4%	-4%	10%	-7%	-5%	-10	-6%	-0.1
Cn1c(NCCc2ccncc2)nc2cc(-c3cccc(Cl)c3)sc2c1=O	-1%	-7%	-10%	3%	-26%	1	1%	-0.4

# Following part:
mol	WRN helicase inh	Abeta rescue	EPAC1 antag	EPAC1 ag	FUS suppressor	PI5P4Ka inh	PLK1 PBD inh	IL2 activator
CCOC(=O)C[C@H]1c2ccc(C(F)(F)F)cc2S(=O)(=O)N1C1CCCC1	-29%	18%	2%	-13%	-8%	2	1%	4.6
COc1ccc(OC)c(S(=O)(=O)N2CCC(c3nc4ccccc4[nH]3)CC2)c1	-31%	8%	-19%	-6%	17%	-7	-21%	0.3
CCc1cc(=O)oc2cc(OC(C)C(=O)NCCCn3ccnc3)ccc12 (stereo not given)	4%	7%	-10%	-4%	16%	-1	0%	-2.9
Cc1ccc(NC2CCCN(C(=O)c3ccccc3-c3ncc[nH]3)C2)cc1C (stereo not given)	9%	-7%	23%	-3%	-5%	-7	0%	-3.9
CN(C)c1c(F)cc(-c2nn[nH]n2)cc1F	-8%	6%	-12%	0%	11%	-17	5%	-1.0
N#C/C(=C\c1ccc(-c2cccc(Cl)c2)o1)C(=O)Nc1cccc2cccnc12	-20%	22%	9%	-3%	7%	-15	-12%	4.6
O=C(NC1CCN(C(=O)c2cccs2)CC1)c1ccccc1	4%	13%	-7%	-27%	-17%	0	-3%	-1.6
COc1ccc(C2=NOC(C(=O)NCc3cccnc3)C2)cc1 (stereo not given)	3%	8%	11%	-9%	5%	2	-1%	-0.2
O=C(NCCS(=O)(=O)N1CCN(c2ccc(F)cc2)CC1)C12CC3CC(CC(C3)C1)C2	1%	29%	-9%	5%	12%	-2	3%	-2.6
O=C(CSc1nc2ccccc2[nH]1)Nc1c(F)cccc1F	-17%	4%	-8%	6%	8%	8	-3%	-0.9
CC(C)CCNC(=O)NC(=O)CSc1nnc(-c2ccccc2F)n1N	-5%	9%	1%	-4%	7%	4	-6%	0.0
COc1cc(C2NC(=O)NC(C)=C2C(=O)OC2CCC(C)CC2)ccc1O (stereo not given)	-7%	-5%	-15%	7%	23%	5	-5%	0.0
CC(C)CC(=O)C1=C(O)C(=O)N(Cc2ccccc2)C1c1ccccc1 (stereo not given)	1%	-16%	-11%	2%	-11%	-2	-9%	0.0
O=C(COC(=O)Cc1ccc(S(=O)(=O)N2CCOCC2)s1)NCc1ccccc1	-4%	20%	-2%	3%	41%	-21	-4%	-0.2
O=C(CCC1CCCC1)Nc1cccc(Cc2ccncc2)c1	-7%	2%	-10%	11%	9%	1	-6%	-0.3
Cc1cc(C(=O)COC(=O)c2ccccc2O)c(C)n1Cc1cccs1	3%	7%	-4%	10%	7%	·	-9%	-3.3
O=c1[nH]c(-c2ccco2)nc2sc3c(c12)CCCC3	1%	-33%[inhibitor]	-2%	-7%	·	-16	-9%	1.2
O=C(N/N=C/c1ccc([N+](=O)[O-])cc1)c1cccc2cc[nH]c12	2%	-2%	?	2%	13%	7	-6%	0.1
Cc1ccc(C(=O)n2nnc3ccccc32)cc1[N+](=O)[O-]	-7%	7%	1%	12%	·	-9	?	1.5
COc1ccccc1NS(=O)(=O)c1cc(NC(=O)Nc2ccccc2)ccc1N1CCCCC1	-25%[57.1 µM]	3%	8%	16%	6%	-13	?	0.4
CCCCNC(=O)N1CCCC(N(C)CCc2ccc(OC)c(OC)c2)C1 (stereo not given)	5%	1%	-8%	-10%	17%	-3	5%	-0.3
Cc1[nH]c2ccccc2c1Cc1nnc(SCC(N)=O)o1	5%	1%	-11%	0%	-23%	3	-1%	0.7
CCn1cc(/C=C(\NC(=O)c2ccc(OC)c(OC)c2)C(=O)NCCCO)c2ccccc21	3%	19%	10%	1%	-15%	6	1%	0.6
CC(C)(C)OC(=O)N1CCC[C@H]1C(=O)N/N=C/c1cccc2cccnc12	5%	-19%	7%	-2%	5%	2	1%	-1.1
CCS(=O)CCSc1nc2ccccc2s1 (stereo not given)	11%	2%	0%	-4%	18%	·	?	-1.0
CC(C)C[C@H]1COc2cc(N3CC[C@H](O)C3)ccc2S(=O)(=O)N1	5%	-4%	1%	6%	-4%	-3	-13%	-0.5
CC(C)Oc1ccc(CNS(=O)(=O)c2csc(C(N)=O)c2)cc1	-2%	-5%&-9%	0%	4%	2%&-11%	-1	1%	-2.6
COc1ccc(C(=O)CC2(C(=O)O)CCCCC2)cc1	-2%	6%	24%	-2%	-12%	6	-5%	0.1
CCCC/C(O)=C/c1nc2ccccc2[nH]c1=O	-6%	-4%	-8%	7%	-8%	-9	-7%	4.5
O=C(CCCOc1ccc(Br)cc1)NCCc1ccc(OC(F)F)cc1	-2%	?	-7%	-5%	-6%	28	3%	-4.1
CCN1CCN(CCCNC(=O)c2ccc(NC(=O)C3=C(C)OCCS3)cc2)CC1	-3%	8%	-4%	-3%	-13%	4	-4%	0.7
CCCC(=O)Nc1nnc(SCC(=O)NC2CC2)s1	0%	-16%	6%	-5%	-14%	2	-4%	-3.2
Cc1cc(C)cc(C(=O)N2CCN=C2SCc2ccc([N+](=O)[O-])cc2)c1	-31%[57.1 µM]	3%	-12%	4%	-16%	-3	-5%	-1.9
CCOc1ccccc1-n1nnnc1SCC(=O)N(C)C1CCS(=O)(=O)C1 (stereo not given)	6%	-5%	7%	-5%	-28%	2	-3%	0.5
CC(C)CCn1c(O)c(N=NC(=O)c2ccco2)c2ccccc21	-4%	0%	2%	1%	·	-4	-13%	0.0
COc1ccc(OC)c(C(=O)NC2CCCc3c2cnn3-c2cc(C)cc(C)c2)c1 (stereo not given)	-1%	-18%	?	5%	31%	0	-5%	-3.0
COc1ccccc1OCCNC(=O)c1cc([N+](=O)[O-])cc([N+](=O)[O-])c1	5%	-3%	-13%	1%	-9%	1	-12%	2.2
CCO/C(C)=N/n1c2nc3ccccc3nc2c2c(=O)n(CC(C)C)c(C)nc21	3%	5%	5%	6%	6%	-1	-14%	-1.6
CCCC(=O)Nc1ccc(-c2ccc(NC(=O)CCC)cc2)cc1	-4%[57.1 µM]	2%	-29%	-15%	-15%	-9	2%	-0.4
CC(C)n1c(O)c(N=NC(=O)CNC(=O)CCc2ccccc2)c2ccccc21	-5%	-11%	-18%	-7%	10%	1	2%	0.2
